FBW7 activator – activators of human E3 ligase FBW7; Q969H0; AlphaScreen FBW7–phospho-cyclin E peptide binding, activator screen; normalized activity (activation), % at 26.1 µM; actives 0.13% (n = 650,000); AID 1259310; in the data active means normalized activity above about 1.9%;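 further: purified mutant Fbw7 with reduced substrate affinity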
Target sequence (Q969H0 whole entry, looked up): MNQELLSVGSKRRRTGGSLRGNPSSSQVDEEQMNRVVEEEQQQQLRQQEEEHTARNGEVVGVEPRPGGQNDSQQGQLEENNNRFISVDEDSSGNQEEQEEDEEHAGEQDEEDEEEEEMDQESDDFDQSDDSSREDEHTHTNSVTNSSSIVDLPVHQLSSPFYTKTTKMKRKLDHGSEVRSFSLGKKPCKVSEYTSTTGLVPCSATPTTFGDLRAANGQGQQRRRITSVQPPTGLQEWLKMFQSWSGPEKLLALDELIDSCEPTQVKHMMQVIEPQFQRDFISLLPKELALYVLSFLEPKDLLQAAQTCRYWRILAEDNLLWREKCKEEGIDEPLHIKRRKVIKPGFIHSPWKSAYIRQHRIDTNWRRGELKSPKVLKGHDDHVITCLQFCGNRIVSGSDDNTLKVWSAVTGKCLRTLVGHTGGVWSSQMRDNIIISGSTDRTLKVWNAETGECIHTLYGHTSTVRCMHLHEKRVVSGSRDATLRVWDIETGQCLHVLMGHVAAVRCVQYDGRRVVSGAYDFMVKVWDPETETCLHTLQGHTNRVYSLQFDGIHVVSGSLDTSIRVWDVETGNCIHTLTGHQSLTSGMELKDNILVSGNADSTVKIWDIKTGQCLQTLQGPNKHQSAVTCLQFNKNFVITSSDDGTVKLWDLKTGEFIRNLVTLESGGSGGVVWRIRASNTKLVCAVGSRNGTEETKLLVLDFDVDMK
MITF inh – blocks human microphthalmia-associated transcription factor; AID 1259374; O75030; AlphaScreen MITF homodimerization, bead proximity signal; inhibition, % at 2.6 µM; actives 0.91% (n = 650,000); in the data active means inhibition above about 50%;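 further: 0% = vehicle wells with protein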
TEAD-YAP block – TEAD-YAP interaction inhibition; actives 1.4% (n = 640,000); inhibition, % at 9.12 µM; HEK-TIYL cells, TEAD-Gal4/YAP UAS-luciferase luminescence; AID 1259422; in the data active means inhibition above about 32%;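 further: 0% = median of test compound wells and 100% = reference inhibitor wells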
GPR151 ag – activates the human receptor GPR151. Q8TDV0. PathHunter beta-arrestin GPR151 cells, luminescence. activation, % at 11.2 µM. actives 1% (n = 650,000). AID 1508602; in the data active means activation above about 4.9%;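 further: 0% = median of compound wells and 100% = cells with positive control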
Target sequence (Q8TDV0 whole entry, looked up): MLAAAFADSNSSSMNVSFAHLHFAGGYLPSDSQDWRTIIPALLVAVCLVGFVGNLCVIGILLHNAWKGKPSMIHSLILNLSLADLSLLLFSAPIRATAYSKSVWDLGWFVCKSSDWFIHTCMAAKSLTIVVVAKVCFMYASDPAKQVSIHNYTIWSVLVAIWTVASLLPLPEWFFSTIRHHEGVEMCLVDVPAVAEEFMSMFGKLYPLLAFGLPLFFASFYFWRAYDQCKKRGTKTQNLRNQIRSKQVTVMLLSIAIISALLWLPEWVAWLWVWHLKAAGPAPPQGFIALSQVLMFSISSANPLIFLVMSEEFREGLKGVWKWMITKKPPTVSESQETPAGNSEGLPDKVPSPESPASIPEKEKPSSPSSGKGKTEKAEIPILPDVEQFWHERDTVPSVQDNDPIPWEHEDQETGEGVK
Starred values were filed as active, the others as inactive; . = not tested or not shown.

SMILES	FBW7 activator	MITF inh	TEAD-YAP block	GPR151 ag
O=C(NNC(=O)C1CCCN(S(=O)(=O)c2cccc(Cl)c2)C1)C1CC1 (configuration not stated)	0.8	11	-2	0.7
Cc1ccc(CSc2nnc(NC(=O)Cn3cnc4ccccc4c3=O)s2)cc1	0.2	2	-12	5.0*
CCn1c(=O)c(C(=O)NCCN2CCCCC2)c(O)c2ccccc21	-0.1	1	5	0.2
COc1ccc(/C(C)=N/NC(=O)c2ccccc2)c(OC)c1	0.0	2	-52	-0.3
Nc1ccc2oc(-c3ccc4nc[nH]c4c3)nc2c1	-0.1	6	61*	-5.6
O=C(NCC(=O)N1CCN(c2ncccn2)CC1)c1c[nH]c2ccccc12	-0.2	-6	-17	2.0
Cc1cc(C)nc(NS(=O)(=O)c2ccc(NC(=O)c3cccc4ccccc34)cc2)n1	0.0	-1	1	0.6
O=C(N/N=C/c1cccs1)c1ccc(O)cc1	-0.1	0	-6	3.2
Cc1oc(-c2ccc(Cl)cc2)nc1CN1CCCC(C(=O)NCc2cccnc2)C1 (configuration not stated)	0.8	12	46*	-0.8
O=C(Nc1ccc(Br)cc1)c1ccc(Br)c(S(=O)(=O)NCc2ccccc2)c1	0.0	16	2	-1.1
O=C(NCc1ccccc1F)c1ccc(N2CCC(NCCc3ccccn3)CC2)cc1	0.5	8	5	0.4
Cc1ccc2nc(C)c(C(=O)N3CCCCC3)n2c1	0.2	6	5	1.3
O=c1c2ccccc2nc(SCc2cccc(F)c2)n1C1CCCC1	0.1	-2	-13	0.7
Cc1cc(Cl)ccc1OCCN1CCNCC1	0.3	73*	9	0.2
CN(C)c1ccc(/C=C2/C=C(c3ccccc3)OC2=O)cc1	-0.1	-4	-4	1.2
CC(=O)c1ccc(N2CCN(CC(=O)Nc3ccc4c(c3)OCO4)CC2)cc1	0.0	-3	9	-0.5
Cc1ccc(C)c(Nc2nc3ccccc3n3nnnc23)c1	0.2	20	-23	-1.9
O=C(COc1ccccc1Br)Nn1c(SCC(=O)c2ccc(Cl)c(Cl)c2)nc2ccsc2c1=O	0.0	9	-4	-0.3
c1ccc2[nH]c(CN3CCOCC3)nc2c1	0.2	-3	11	1.5
Cc1nn(Cc2ccccc2)c(C)c1NC(=O)CSc1n[nH]c(C)c1[N+](=O)[O-]	0.2	-11	2	0.1
CCOC(=O)c1cc(S(=O)(=O)N2CCN(c3cccc(C)c3C)CC2)cn1C	-0.2	10	-2	-0.3
COc1ccc(-c2oc3ncn4nc(CSc5nc6ccccc6s5)nc4c3c2-c2ccc(OC)cc2)cc1	-0.1	1	8	0.6
N#Cc1cc(C#N)c(SCc2ccc(Cl)cc2)nc1N	-0.2	34	-86	2.3
O=C(CSc1nnc2scc(-c3ccc(F)cc3)n12)N1CCOCC1	-0.1	3	6	-0.5

Quoted at random: four records from the list
SMILES	FBW7 activator	MITF inh	TEAD-YAP block	GPR151 ag
Cc1ccc(C)c(Nc2nc3ccccc3n3nnnc23)c1	0.2	20	-23	-1.9
COc1ccc(-c2oc3ncn4nc(CSc5nc6ccccc6s5)nc4c3c2-c2ccc(OC)cc2)cc1	-0.1	1	8	0.6
CCOC(=O)c1cc(S(=O)(=O)N2CCN(c3cccc(C)c3C)CC2)cn1C	-0.2	10	-2	-0.3
Cc1cc(Cl)ccc1OCCN1CCNCC1	0.3	73*	9	0.2

Following part
SMILES	FBW7 activator	MITF inh	TEAD-YAP block	GPR151 ag
CCN(CC)C(=O)CSc1ccc(C(=O)NCCc2ccc(OC)c(OC)c2)cc1[N+](=O)[O-]	-0.1	13	3	0.1
COc1cc(OC)cc(-c2nc3n(n2)C(c2ccc(Cl)cc2)C2=C(CCCC2=O)N3)c1 (configuration not stated)	0.0	-7	3	1.1
Cc1ccc(-c2ncn(-c3ccc(Nc4ncc5cccc(-c6ccc7c(c6)OCO7)c5n4)cc3)n2)cn1	0.7	3	1	-0.1
Cn1c(NC(=O)c2ccc(Br)o2)cc(=O)n(C)c1=O	0.0	11	-6	1.0
O=C(Nc1ccc(C(=O)O)cc1)/C(=C\c1ccco1)NC(=O)c1ccc(Br)o1	0.4	-1	-2	-0.9
COc1ccc(/C=N/NC(=O)c2cc[n+]([O-])cc2)cc1O	-0.1	11	9	2.8
CC(=O)N1CCc2ccc(NC3CCN(Cc4ccccc4)CC3)cc21	0.0	3	0	-0.8
O=C(CSc1ccc2nnc(-c3cccs3)n2n1)NCC1CCCO1 (configuration not stated)	0.2	-2	8	0.1
O=C(CSc1nc2ccc(NC(=O)Cc3cccc4ccccc34)cc2s1)Nc1ccc(Br)cc1	-0.2	-4	2	-0.3
CCOC(=O)C(=Cc1ccc(C)cc1)C(=O)OCC	-0.1	7	10	-1.0
COC(=O)NNC(=O)c1cccc(OC)c1	0.2	-8	-15	-0.3
Clc1ccc(C(Cn2ccnc2)OCc2c(Cl)cccc2Cl)c(Cl)c1 (configuration not stated)	0.0	-7	.	10*
O=C(Nc1ccc(N2CCOCC2)cc1)c1ccccc1Br	-0.1	5	-21	-1.0
CCOc1ccc(Nc2oc(-c3ccc(OC)cc3)nc2C#N)cc1	-0.1	-8	-33	0.5
COc1ccc(Cl)cc1NC(=O)CN1CCN(c2ccccc2)CC1	-0.1	9	-5	1.6
COC(=O)C1=C(C)N(CC2CCCO2)C(=O)/C1=C\c1ccc(O)cc1 (configuration not stated)	0.3	9	-5	0.2
CC1=CC(=C(C#N)C#N)C=C(C)N1CCN1CCN(C(=S)Nc2ccccc2)CC1	0.5	22	-3	2.2
O=c1c2cc(N3CCCCC3)ccc2[nH]c(=S)n1Cc1ccccc1	0.4	4	-5	0.5
COc1nc(NCCc2ccc(OC)c(OC)c2)nc(NC(C)(C)CO)n1	0.0	-13	-19	-1.0
C/C(CC(=O)Nc1ccccn1)=N\NC(=O)c1cc(Cl)ccc1O	-0.2	-6	-28	1.4
Cc1cccc(-n2nc3c(c2NC(=O)c2ccc(OC(C)C)cc2)CS(=O)C3)c1C (configuration not stated)	-0.1	-6	0	0.9
Cn1cnc(-c2ccc3cnc(Nc4ccc(-n5cnc(N6CCOCC6)n5)cc4)nc3c2)n1	0.7	30	1	0.7
CN(C)C(=O)Cc1ccc(NS(=O)(=O)c2ccc3c(c2)OCCO3)cc1	0.2	19	4	1.3
COc1ccc(C2CC(c3cccs3)=NN2C(=O)CSc2nnc(CNC(=O)c3ccccc3F)n2C)cc1 (configuration not stated)	0.0	-7	10	0.1

Sorted by length of the SMILES (rising): part of the list above
SMILES	FBW7 activator	MITF inh	TEAD-YAP block	GPR151 ag
c1ccc2[nH]c(CN3CCOCC3)nc2c1	0.2	-3	11	1.5
O=C(Nc1ccc(N2CCOCC2)cc1)c1ccccc1Br	-0.1	5	-21	-1.0
COc1ccc(/C=N/NC(=O)c2cc[n+]([O-])cc2)cc1O	-0.1	11	9	2.8
CN(C)C(=O)Cc1ccc(NS(=O)(=O)c2ccc3c(c2)OCCO3)cc1	0.2	19	4	1.3
Cc1cccc(-n2nc3c(c2NC(=O)c2ccc(OC(C)C)cc2)CS(=O)C3)c1C (configuration not stated)	-0.1	-6	0	0.9

Other compounds follow:
SMILES	FBW7 activator	MITF inh	TEAD-YAP block	GPR151 ag
c1ccc(-c2cnc3c(Nc4ccc5[nH]ccc5c4)nccn23)cc1	-0.1	-5	0	-2.4
Cc1ccnc(NS(=O)(=O)c2ccc(N3C(=O)c4cccc5cccc(c45)C3=O)cc2)n1	-0.2	3	-21	0.0
CCCc1ccc(-c2ccc(C(=O)Oc3ccc4ccccc4c3)cc2)nc1	-0.1	7	-1	0.2
CC1CCN(Cc2ccc(-c3nn[nH]n3)cc2)CC1	0.0	-3	-7	-1.7
CCc1ccc2nc(NC(=O)Cn3ccccc3=O)sc2c1	-0.1	5	-22	-1.4
CS(=O)(=O)NNC(=O)c1cc(-c2ccccc2)nc2ccccc12	0.4	17	-1	0.7
Cc1nc(NC(=O)/C=C/c2ccc(F)cc2)sc1C	0.0	-1	-73	-1.2
COc1c(C)cc(S(=O)(=O)n2ccc(C)n2)c(C)c1C	-0.1	-1	-16	-1.2
CCn1cnc2c(cnn2-c2ccc(C)cc2C)c1=O	-0.1	2	-5	0.7
CC(=O)Nc1cccc(NC(=O)CSc2nnc3[nH]c(=O)ccn23)c1	0.5	11	11	-0.8
Cc1cc2oc(=O)cc(CN3CCOCC3)c2cc1C	0.0	-6	2	-0.7
O=C1OC(Nc2nc3ccccc3s2)c2ccccc21 (configuration not stated)	2.0*	10	-4	-0.6
O=C1CC(Sc2ncn[nH]2)C(=O)N1c1ccc(-c2ccccc2)cc1 (configuration not stated)	0.0	-1	-1	0.0
Cc1c(CNCCc2ccco2)c(C(=O)O)c(C)n1Cc1ccc(Cl)cc1	0.4	12	-2	0.1
COc1ccc(C)cc1N(CC(=O)Nc1ccccc1C(=O)NC(C)C)S(C)(=O)=O	-0.1	-8	-7	0.8
CCOc1ccc(-c2ccc(SCC(=O)N3CCCC3)nn2)cc1	-0.1	-9	-21	-1.5
CCOc1ccc2[nH]c(=O)c(CN(CCc3ccccc3)C(=O)c3cnccn3)cc2c1	0.1	-11	0	-0.7
Cc1ccc(S(=O)(=O)NCC(=O)O)c2nsnc12	0.1	3	11	1.6
Cc1cc(C(=O)COC(=O)c2ccc(C(F)(F)F)cc2N)c(C)n1C	0.0	4	9	0.6
COc1cc(C(=O)Oc2cc(C)[nH]c(=O)c2[N+](=O)[O-])cc(OC)c1OC	0.0	-6	2	-1.9
COc1ccc(/C=c2\sc3nc(-c4ccccc4)c(-c4ccccc4)n3c2=O)c(OC)c1OC	0.1	6	2	1.8
COc1ccc([N+](=O)[O-])cc1/C=C1/C(=O)NN(c2cccc(Cl)c2)C1=O	-0.1	-7	0	-0.3
CCNc1nc(NCC)nc(OCCOC(=O)COc2ccc(Cl)cc2Cl)n1	-0.1	-5	-1	1.1
CCOc1ccc(NC(=O)CSc2nnc(SCCC(=O)O)s2)cc1	0.0	-4	3	-0.6
FC(F)(F)c1cccc(-c2ncnn2-c2ccc(Br)nc2)c1	0.0	7	10	0.8
C=C(C)CN(CC)C(=O)CC1C(=O)NCCN1Cc1ccc(OC)c(OC)c1 (configuration not stated)	0.1	4	2	0.1
OC1(c2ccccc2F)CCN(Cc2nnnn2Cc2ccc(F)cc2)CC1	0.0	6	12	0.0
CCCCOn1c(C)c(C(=O)OCC)c2c3nonc3ccc21	0.3	-7	1	-0.2
Cc1nc2ccccc2c2nc(N)nn12	0.3	7	-4	2.4
O=C(CSc1ncn[nH]1)c1cccc(C(F)(F)F)c1	0.1	1	-5	-0.8
CCOc1cccc2c1NC(C)(C)c1sn(-c3ccccc3OC)c(=S)c1-2	-0.5	7	11	-0.2
CN1C(=O)N(C(=O)c2ccc(F)cc2F)c2cccnc2N1C	-0.1	6	20	-0.1
COc1cc(CN2CCC(N3CCCCC3)CC2)c([N+](=O)[O-])cc1OC	-0.2	50	-2	-0.5
C/C(=C\c1nsc(Nc2ccc(F)c(Cl)c2)n1)NCc1ccc(C)cc1	-0.2	-5	-4	0.5
O=C(CN1CCOCC1)N1N=C(c2ccc3ccccc3c2)CC1c1ccccc1 (configuration not stated)	0.0	-9	-5	0.1
CCOc1ccc(NC(=O)C2CCN(C(=O)N3CC(C)Oc4ccccc43)CC2)cc1 (configuration not stated)	0.3	0	13	-0.8
CCOc1cccc(-c2nnc(NC(=O)c3cccs3)s2)c1	0.1	6	11	1.0
FC(F)(F)Oc1cccc(-c2nccc(NCCc3ccccn3)n2)c1	-0.1	12	-4	0.8
Nc1nc(COn2c(-c3ccccc3)nc3ccccc3c2=O)nc(-c2ccccc2O)n1	-0.2	-1	-2	1.0
CCCNc1ccc2ncc(-c3cccc(C(=O)O)c3)n2n1	-0.5	-11	-7	-1.1
CC12CC(=O)NC1N=C(c1ccccc1O)C2 (configuration not stated)	0.0	11	5	-0.7
CCOc1ccc(CN2CCN(Cc3cccc(C(C)=O)c3)CC2CCO)cc1 (configuration not stated)	0.2	6	-8	-0.2
Cc1ccc(NC(=O)Cn2c(=O)n(CCC(C)C)c(=O)c3cccnc32)c(C)c1	0.0	2	0	0.4
Cc1cc2c(cc1Cl)N(C(=O)Nc1ccnc3ccccc13)CC2	0.1	7	17	-2.3
Cn1cc(C2=C(c3cn(CCCSC(=N)N)c4ccccc34)C(=O)NC2=O)c2ccccc21	.	12	.	0.5
O=c1ccc2ccc(OCc3c(F)cccc3F)cc2o1	-0.3	2	-23	-1.5
NC(=O)c1cc([N+](=O)[O-])ccc1NCCN1C(=O)c2ccccc2C1=O	0.1	-2	-2	-0.5
COc1ccccc1NC(=O)C(Br)C(C)C (configuration not stated)	-0.1	-15	5	0.3
CN(C)C(=O)c1ccc(C2SCC(=O)N2CCc2ccccc2)cc1 (configuration not stated)	0.1	11	2	0.1
CCCCOc1c(Cl)cc(CNC(C)(C)CO)cc1OCC	-0.1	-17	5	0.5
CCCNc1ccnc2c(-c3cccc(/C=C/C(=O)O)c3)cnn12	-0.2	-19	64*	-1.0
CCc1ccccc1NC(=O)Nc1nnc(N2CCCC2)s1	0.0	10	0	-1.3
CCCSc1nnc2c(n1)OC(c1c(C)nn(-c3ccccc3)c1Cl)Nc1ccccc1-2 (configuration not stated)	-0.1	-13	-40	-0.9
CCn1cc(C(=O)O)c(=O)c2cc(F)c(N3CCCC3)cc21	0.3	25	9	-1.5
CC(C)n1c(=O)c2ccccc2n(Cc2nc(-c3ccccc3Cl)no2)c1=O	-0.4	-8	-9	0.5
COc1cc(Nc2nc(C)cc(NCc3ccccc3)n2)cc(OC)c1OC	-0.1	1	10	0.9
CCN(CC)S(=O)(=O)c1cc([N+](=O)[O-])ccc1N/N=C/c1ccccc1C	0.2	14	4	0.8

Screening data as filed in PubChem.
